Menin-MLL TR inh: inhibitors of human menin-MLL interaction, mutant MLL peptide | O00255 | Menin + Texas Red MLL mutant peptide, fluorescence polarization | Potency, µM (titrated, usually from 61.6 µM), without a hit: at the highest dose FP activity change, negative = inhibition, actives largely listed as inhibitors | 270,000 compounds, 0.23% hits | AID 1768; active means well fitted inhibition curve with a large enough effect in the polarisation, with a control signal flat, not every such curve was filed as active; inconclusive means small, poorly fitted or top-dose-only effect, or effect the other way, or a change in a side signal; inactive means no such curve, though single readings can be large or run the other way; the % refers to the polarisation; further: potency means the concentration at half of the fitted maximal effect; % of control where 0% means no effect; many of its hits are not listed in these tables
GALK inh: galactokinase (human) inhibition; Purified GALK, Kinase-Glo residual ATP luminescence; Potency, µM (titrated, usually from 57.5 µM), inactives show at the top dose activity change, negative = inhibition, hits mostly inhibitors; 270,000 compounds, 0.007% hits; further: potency means the concentration at half of the fitted maximal effect; on the % scale 0 is the no-effect control and ±100 the full control effect
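The enzyme phosphorylates galactose (100 uM) using ATP (35 uM); inhibition is detected as higher residual ATP, quantified by bioluminescence after 1 h reaction at room temperature, pH 8.0.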
PKM2 act: PKM2 (human) enzyme activation; P14618; purified PKM2, Kinase-Glo ATP luminescence, activation; response scale: 0% is enzyme alone, no compound; 260,000 compounds, 0.34% hits; Potency, µM (top dose mostly 57.5 µM), without a hit: at the highest dose activation, hits mostly activators; further: potency means the concentration at half of the fitted maximal effect; on the % scale 0 is the no-effect control and ±100 the full control effect; nearly all actives have a fitted effect of over 55% in size
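Purified hPK-M2 (>95% pure) converted ADP (0.1 mM final) to ATP with 0.5 mM PEP in 50 mM imidazole pH7.2, KCl, MgCl2, Tween 20, BSA; 1 h at room temperature. ATP detected by Kinase-Glo luminescence.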
TRPV1 ag: human TRPV1 agonism; Q8NER1; TRPV1-expressing cells, Fluo-8 calcium influx, agonist mode; activation, % at 8.33 µM; 320,000 compounds, 0.19% hits; in the data active means activation above about 80%; inconclusive means between about 30% and that limit; further: 0% is about no effect
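Fluo-8 calcium influx in TRPV1-expressing cells, kinetic read (ex 480/em 520 nm). Compound added and read 3 min for agonist activity, followed by capsaicin at EC20 final and 2 min further read for enhancement.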
Coupling enz: counter-screen for Giardia aldolase inhibitors: coupling enzyme system; coupling enzyme system counterscreen, AmpLite Red fluorescence; activity change, negative = inhibition, % at 58.2 µM, hits read low; 290,000 compounds, 0.67% hits; in the data active means activity change below about -30%; further: on the % scale 0 is the no-effect control and ±100 the full control effect
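First, compound is pin-transferred into glyceraldehyde-3-phosphate coupling-enzyme reagent at 57.5 uM final and held 10 min at RT. Next, substrate, coupling system and AmpLite Red are added. After 20 min RT, fluorescence (525/598 nm) is read.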
B2AR arrestin: agonists driving beta-arrestin recruitment to human beta2-adrenergic receptor. P07550. beta-arrestin recruitment to beta2AR, cell-based reporter. Potency, µM (highest dose often 46.1 µM), for the others: top-dose activation, usual class: activators. 330,000 compounds, 0.02% hits. AID 492947;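 further: potency means the concentration at half of the fitted maximal effect; 0% = DMSO controls and full agonism = EC100 isoproterenol or metaproterenol; nearly all actives have a fitted effect of over 65% in size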
Target sequence (P07550 whole entry, looked up): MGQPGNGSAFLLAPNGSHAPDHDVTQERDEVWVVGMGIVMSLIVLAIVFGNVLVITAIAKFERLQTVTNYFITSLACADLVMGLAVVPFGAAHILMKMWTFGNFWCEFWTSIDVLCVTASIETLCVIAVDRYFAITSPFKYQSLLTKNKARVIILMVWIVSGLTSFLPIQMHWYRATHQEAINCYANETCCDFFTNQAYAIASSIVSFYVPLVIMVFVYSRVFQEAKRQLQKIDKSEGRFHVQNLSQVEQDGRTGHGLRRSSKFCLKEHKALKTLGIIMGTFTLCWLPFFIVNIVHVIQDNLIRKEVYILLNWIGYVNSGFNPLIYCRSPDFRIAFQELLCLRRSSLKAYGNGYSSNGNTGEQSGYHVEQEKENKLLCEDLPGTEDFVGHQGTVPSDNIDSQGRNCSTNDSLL
USP2a block: blocks human ubiquitin-specific protease USP2a. AID 463254. USP2 core, Ub-CHOP2 coupled fluorogenic reporter, 485/531. 330,000 compounds, 0.01% hits. Potency, µM (titrated, usually from 38.3 µM), for the others: at the highest dose activity change, negative = inhibition, actives largely listed as inhibitors. O75604;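 further: potency means the concentration at half of the fitted maximal effect; plate controls were DMSO wells for no effect and full inhibition by NEM control for full effect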
Target sequence (O75604 whole entry, looked up): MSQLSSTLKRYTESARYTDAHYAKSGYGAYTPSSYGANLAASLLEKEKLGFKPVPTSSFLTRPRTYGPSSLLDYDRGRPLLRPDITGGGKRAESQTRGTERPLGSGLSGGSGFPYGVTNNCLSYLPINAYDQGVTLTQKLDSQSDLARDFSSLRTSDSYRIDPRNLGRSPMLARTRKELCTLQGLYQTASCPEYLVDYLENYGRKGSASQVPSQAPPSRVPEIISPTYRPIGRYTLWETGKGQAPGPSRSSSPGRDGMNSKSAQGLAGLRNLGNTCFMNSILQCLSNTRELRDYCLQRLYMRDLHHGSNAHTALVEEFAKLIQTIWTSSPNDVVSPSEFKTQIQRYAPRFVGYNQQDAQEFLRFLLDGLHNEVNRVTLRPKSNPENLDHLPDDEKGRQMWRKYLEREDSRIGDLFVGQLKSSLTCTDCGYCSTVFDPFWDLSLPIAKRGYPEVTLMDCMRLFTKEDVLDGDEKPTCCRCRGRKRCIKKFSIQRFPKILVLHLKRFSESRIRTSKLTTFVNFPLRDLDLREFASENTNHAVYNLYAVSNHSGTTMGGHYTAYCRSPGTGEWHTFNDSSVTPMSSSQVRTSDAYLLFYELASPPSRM
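USP2 core (10nM final) preincubated 30min RT with compound in 20mM Tris-HCl pH 8.0, 2mM CaCl2, 2mM beta-mercaptoethanol, 0.05% CHAPS; 25nM Ub-CHOP2 plus 25nM reporter substrate added, fluorescence (Ex485/Em531) read after 60min.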
KCNH2 3.1 block: KCNH2 3.1 (human) potassium channel inhibition; U2OS KCNH2 3.1, thallium flux FluxOr; hits give low values; activity change, % (tested at about 1.8 µM); 340,000 compounds, 0.95% hits; AID 720553;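 active means maximum activity change below -70%; inconclusive means maximum activity change from -70% to -50%; inactive means maximum activity change above -50%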;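 further: thallium influx rate constant from kinetic fluorescence after stimulation buffer; on the % scale 0 is the no-effect control and ±100 the full control effect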
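Virally transduced U2OS (3.1 isoform, 4 h infection in dark at RT) → overnight 37 C → FluxOr + Red40 in HBSS/HEPES, 45 min → stimulation buffer, 2 min kinetic read → rate constant vs DMSO controls.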
MLL CXXC-DNA inh: blocks binding of human MLL CXXC domain to DNA; Potency, µM (highest dose often 115 µM), inactives show top-dose activity change, negative = inhibition, most hits filed as inhibitors; AID 2662; MLL-CXXC / FITC-HOXA9 DNA fluorescence polarization; Q03164; 290,000 compounds, 0.037% hits; active means well fitted inhibition curve with a large enough effect in the polarisation, with a control signal flat, not every such curve was filed as active; inconclusive means small, poorly fitted or top-dose-only effect, or effect the other way, or a change in a side signal; inactive means no such curve, though single readings can be large or run the other way; the % refers to the polarisation; further: potency means the concentration at half of the fitted maximal effect
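Fluorescence polarization: 7 uM MLL-CXXC (stock) preincubated 5 min with compounds, then 50 nM fluorescein-HOX-A9 DNA (stock) added; 30 min ambient. Buffer 50 mM Tris-HCl pH 7.5, 50 mM NaCl, 1 mM DTT, 0.05% BSA.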
KCNH2 WT inh: blocks the wildtype human KCNH2 potassium channel | Q12809 | U2OS, BacMam KCNH2, thallium flux FluxOr; hits give low values | activity change, % at 1.84 µM | 340,000 compounds, 0.37% hits;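 active means maximum activity change below -70%; inconclusive means maximum activity change between -70% and -50%; inactive means maximum activity change above -50%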; further: on the % scale 0 is the no-effect control and ±100 the full control effect
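U2OS cells transduced with wild-type KCNH2 virus are loaded with FluxOr dye for 45 min, and thallium flux is measured in kinetic reads before and after stimulation buffer. Rate constants are normalized to DMSO controls.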
Giardia killer: Giardia lamblia killing; Giardia lamblia trophozoite viability; activity change, % at 7.66 µM, hits read low; 340,000 compounds, 0.15% hits; AID 540267; in the data active means activity change below about -80%; inconclusive means between about -30% and that limit;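 further: parasites exposed to compound for two days anaerobically before the ATP read; on the % scale 0 is the no-effect control and ±100 the full control effect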
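Luminescence from cellular ATP indicates surviving trophozoites (100 cells/well) following 48 hrs anaerobic compound treatment at 37 deg C; signal develops 15-30 min at room temperature.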
Numbers without * were called inactive; u = inconclusive; x = not tested or not shown; [ ] = another dose, or the depositor's remark. Unless noted, the call rests on the fitted dose curve; in most records, active means well fitted curve in the direction sought with a large enough effect; inconclusive means small, poorly fitted or top-dose-only effect, or another doubt; inactive means no such curve, though single readings can be large; an effect the other way counts as inactive or inconclusive. Only part of the results is shown. The share of hits here may be higher or lower than overall.

SMILES | Menin-MLL TR inh | GALK inh | PKM2 act | TRPV1 ag | Coupling enz | B2AR arrestin | USP2a block | KCNH2 3.1 block | MLL CXXC-DNA inh | KCNH2 WT inh | Giardia killer
O=C(Nc1ccc(NC(=O)C2CCCCC2)nc1)c1ccco1 | 2% | -1% | -4% | 1 | 0 | -0.3% | 0% | 7 | 11% | 5 | 10
Cc1ccc(-c2ocnc2C(=O)N2CCN(C(=O)c3cccs3)CC2)cc1 | -7% | 9% | 5% | 6 | 2 | 0.3% | -1% | 0 | -9% | 2 | 6
CCOC(=O)C1=CC[C@@H](c2cc3ccc(OC)cc3n2C)N(S(=O)(=O)c2ccc(C)cc2)[C@H]1C(=O)OCC | x | x | x | 4 | x | u | 3% | 2 | x | -2 | -14
COc1ccc(NC(=O)CN2CCc3ccccc3C2)c([N+](=O)[O-])c1 | -29% | 7% | 1%[11.5 µM] | 22 | 1 | -0.5% | -2% | -2 | -3% | 10 | 15
COc1ccc(O)c(/C=N/NC(=S)NCCc2ccccc2)c1 | u | 4% | 1% | 3 | -1 | -0.4% | -6% | -26 | -2% | -14 | 11
CC1CCc2nc(NC(=O)CN3CCN(c4ccc(F)cc4)CC3)sc2C1 (stereo unspecified) | 8% | 1% | -5% | 19 | 1 | 0.0% | -3% | -1 | 5% | 15 | 0
O=C1CN(C(=O)c2ccc(Br)o2)C(c2ccc(F)cc2)c2cc(Cl)ccc2N1 (stereo unspecified) | -15% | -3% | -3% | 22 | 1 | 0.0% | -1% | -18 | 15% | 0 | 12
CC(Nc1nc(-c2cccnc2)nc2ccccc12)c1ccc(F)cc1 (stereo unspecified) | 52%[activator] | 9% | -4% | 0 | -6 | -1.0% | -6% | -21 | 30%[activator] | 2 | 3
CCOC(=O)N/N=C(\C)c1cccs1 | -2% | 8% | 0% | -4 | 2 | 0.6% | 1% | -1 | 2% | -2 | -1
CCNCC(=O)N1c2ccccc2CCc2ccc(NC(=O)OCC)cc21 | u | -3% | x | 3 | -1 | 0.3% | 2% | 5 | -4% | 4 | -14
Cc1cccc(C(=O)Nc2cccc(C(=O)N3CCOCC3)c2)c1 | 2% | 1% | -9% | 3 | -3 | 0.7% | 0% | 3 | 23% | -1 | -12
CCN(CC)CCNC(=O)CS(=O)Cc1nc(-c2ccc(C)cc2)oc1C (stereo unspecified) | -6% | 0% | 6% | -5 | -5 | 0.5% | 2% | -2 | 7% | 19 | -13
CCCCn1c(N)c(N(CCC(C)C)C(=O)C(C)N2C(=O)c3ccccc3C2=O)c(=O)[nH]c1=O (stereo unspecified) | x | x | x | 0 | x | 0.1% | 2% | -4 | x | 0 | 8
O=C(NN=C1CCC(=NNC(=O)c2cccnc2)CC1)c1cccnc1 | -3% | 1% | 12% | 11 | -5 | -0.5% | 6% | -11 | -4% | -14 | 10
CC(C)[C@H](NC(N)=O)C(=O)NCCc1ccc(Cl)cc1Cl | 1% | 0% | 1% | 1 | 4 | -1.0% | -1% | -3 | -12% | 2 | 6
Cc1[nH]c(C)c2c(=O)n(Cc3ccc(Cl)cc3)ncc12 | x | -2% | 2% | -1 | 1 | 0.2% | 4% | -7 | -1% | 0 | 9
O=C(O)C1CC(O)CN1S(=O)(=O)c1cccs1 (stereo unspecified) | -1% | -3% | 0% | -2 | -2 | -0.3% | -2% | 2 | 10% | -4 | 1
O=C(c1ccco1)c1cn(CC(=O)N2CCCCCC2)c2ccccc12 | -8% | 0% | 7% | 0 | 4 | 0.1% | -1% | 1 | 3% | -18 | 27
Fc1ccc(Cn2nnc(-c3ccc(Cl)cc3)n2)cc1 | -7% | 1% | x | u | -3 | -0.3% | 3% | 3 | 36%[activator] | -9 | 2
CC1(C)Cc2nc3sc4c(=O)n(CC(=O)NCc5ccco5)cnc4c3cc2CO1 | 2% | 5% | -8% | -1 | -2 | -0.9% | 0% | 15 | 1% | -6 | 4
COc1ccccc1NC(=O)CN1CCN(CC(=O)Nc2ccc3c(c2)OCCO3)CC1 | -5% | 1% | -2% | 0 | -1 | -0.4% | -4% | 0 | 7% | 4 | 6
CCN(c1cccc(C)c1)S(=O)(=O)c1ccc2[nH]c(=O)c(=O)[nH]c2c1 | 0% | 1% | -6% | -3 | 3 | -0.8% | 3% | 1 | 7% | 5 | 0
COc1cc2c(cc1OC)C(c1ccccc1)N(C(=O)c1ccccc1F)CC2 (stereo unspecified) | -24% | 4% | x | -1 | 1 | 0.2% | -6% | -1 | 9% | -5 | 8
Cc1c(S(=O)(=O)N(C)C2CCCCC2)c(=O)n(C)c(=O)n1C | x | x | x | -1 | x | 0.4% | -1% | -2 | x | 0 | 3
Cc1nn(CCCC(=O)Nc2c(F)cc(F)cc2Br)c(C)c1[N+](=O)[O-] | 9% | -1% | 2% | -4 | 1 | -0.1% | 0% | 3 | 2% | -9 | u

Overlap with the part before: five entries; new compounds follow.
SMILES | Menin-MLL TR inh | GALK inh | PKM2 act | TRPV1 ag | Coupling enz | B2AR arrestin | USP2a block | KCNH2 3.1 block | MLL CXXC-DNA inh | KCNH2 WT inh | Giardia killer
COc1ccccc1NC(=O)CN1CCN(CC(=O)Nc2ccc3c(c2)OCCO3)CC1 | -5% | 1% | -2% | 0 | -1 | -0.4% | -4% | 0 | 7% | 4 | 6
CCN(c1cccc(C)c1)S(=O)(=O)c1ccc2[nH]c(=O)c(=O)[nH]c2c1 | 0% | 1% | -6% | -3 | 3 | -0.8% | 3% | 1 | 7% | 5 | 0
COc1cc2c(cc1OC)C(c1ccccc1)N(C(=O)c1ccccc1F)CC2 (stereo unspecified) | -24% | 4% | x | -1 | 1 | 0.2% | -6% | -1 | 9% | -5 | 8
Cc1c(S(=O)(=O)N(C)C2CCCCC2)c(=O)n(C)c(=O)n1C | x | x | x | -1 | x | 0.4% | -1% | -2 | x | 0 | 3
Cc1nn(CCCC(=O)Nc2c(F)cc(F)cc2Br)c(C)c1[N+](=O)[O-] | 9% | -1% | 2% | -4 | 1 | -0.1% | 0% | 3 | 2% | -9 | u
N#Cc1ccc(COC(=O)CSc2nnc(N)s2)cc1 | 6% | 3% | -9% | 3 | -2 | -0.7% | 1% | -16 | 8% | 5 | 10
O=C(NC1CCc2ccccc21)c1cc(COc2cncc(Cl)c2)on1 (stereo unspecified) | x | -7% | 1% | u | x | -1.5% | 1% | -3 | 3% | 3 | 20
CCSc1ccc(-c2ccco2)nn1 | u | 0% | 0% | -8 | -11 | 0.0% | -7% | 4 | -3% | -1 | -23
COc1ccc(CC(=O)NCCS(=O)(=O)N2CCN(c3ccc(F)cc3)CC2)cc1OC | 8% | 2% | x | 9 | 0 | -1.1% | 4% | -25 | 3% | -5 | 6
COc1ccc(C(=O)NCCS(=O)(=O)N2CCCCCC2)cc1 | x | x | x | 0 | x | -0.1% | 2% | 3 | x | -6 | 1
CCc1c(C#N)c(SCc2c(C)noc2C)nc2c1C(=O)CC(C)(C)C2 | -10% | x | -5% | 21 | 2 | 0.3% | 0% | 1 | 7% | 10 | 5
Cc1ccc(S(=O)(=O)NC2=NCCC2)cc1 | 3% | 1% | -2% | -1 | 3 | 0.2% | -6% | -8 | -9% | -3 | 8
Cc1cc(N2CCOCC2)nc2ccc(NC(=S)N3CCN(c4ccccc4)CC3)cc12 | -11% | -1% | -2% | -2 | -25 | -0.2% | 6% | 17 | 2% | 0 | -16
Cc1ccc(N2C(=O)Cc3ccccc3C2=O)cc1 | 35%[activator] | 1% | 26% | -3 | -2 | 0.2% | 3% | 9 | 14% | 9 | -17
COc1cc(N)ccc1NC(=O)c1cc2ccccc2o1 | 15% | 4% | 0% | -5 | 0 | 0.4% | -1% | -3 | 0% | -3 | 20
Fc1ccccc1/C=N/NC(=S)Nc1ccc(Cl)cc1Cl | -12% | 1% | -13% | 0 | 4 | 1.7% | 0% | -1 | -6% | -20 | -7
CN(C)CCNc1nc(S(=O)(=O)c2ccccc2)c(Cl)s1 | -10% | 10% | -3% | 6 | 3 | -0.1% | 0% | 15 | 16% | 25 | 31[activator]
COc1ccc(C)cc1N(C(=O)c1snc(C(N)=O)c1N)C(C(=O)NC1CCCCC1)c1ccc(C)o1 (stereo unspecified) | 0% | -2% | 2% | u | 0 | -0.3% | -2% | -29 | -1% | -10 | 20
CCn1nc(C)cc1C(=O)N1CCCC(Nc2ccc(F)c(F)c2)C1 (stereo unspecified) | x | 0% | 0% | u | x | 0.0% | 1% | -2 | 1% | 0 | -7
